# High-throughput results from PubChem BioAssay.
# SMARCA2 activ – SMARCA2 function activation, primary screen | MG213 cells, MMTV-luciferase reporter, dexamethasone, overnight | activation, % at 9.1 µM | hit rate 1% among 370,000 | AID 652017; in the data active = activation above about 7.8%;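 note: 0% = vehicle wells and 100% = reference activator wells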
# HGIII-sPLA2 inh – Blocks human group III sPLA2 activity | inhibition, % at 12.2 µM | QFRET BODIPY PC-A2 liposome hydrolysis, fluorescence | hit rate 0.56% among 370,000;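 active = inhibition above mean plus 3 SD of compounds lying within the high and low control bounds, cut at about 19% in these data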;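 note: 0% = median of test compound wells and 100% = no enzyme DMSO wells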
# Target sequence (Q9NZ20 whole entry, looked up): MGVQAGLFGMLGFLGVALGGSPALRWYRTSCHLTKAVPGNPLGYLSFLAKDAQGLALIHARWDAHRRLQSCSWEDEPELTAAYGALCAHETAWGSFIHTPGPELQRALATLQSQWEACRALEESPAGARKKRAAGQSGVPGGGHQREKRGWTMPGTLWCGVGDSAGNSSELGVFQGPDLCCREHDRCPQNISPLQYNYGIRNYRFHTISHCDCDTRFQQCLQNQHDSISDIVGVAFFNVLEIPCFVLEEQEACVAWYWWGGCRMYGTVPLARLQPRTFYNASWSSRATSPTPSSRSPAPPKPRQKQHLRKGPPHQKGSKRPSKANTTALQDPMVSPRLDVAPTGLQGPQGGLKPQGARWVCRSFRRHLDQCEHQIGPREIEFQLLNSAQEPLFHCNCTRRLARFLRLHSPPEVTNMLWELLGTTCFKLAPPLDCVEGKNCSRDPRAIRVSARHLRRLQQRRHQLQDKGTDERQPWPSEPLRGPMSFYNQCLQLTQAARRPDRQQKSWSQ
# hgDAF-12 ag – hgDAF-12 agonism, primary luciferase screen | HEK293 GAL4-hgDAF12 UAS-luciferase reporter, agonist luminescence; normalized to butyrate control | activation, % at 6.8 µM | hit rate 1.8% among 370,000;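 active = activation above a cutoff set at the mean of all screened compounds plus 3 SD, cut at about 10% in these data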;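 note: 0% = DMSO wells and 100% = sodium butyrate wells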
# DAX1 inh-1 – inhibitors of DAX1 repression of SF-1 activated StAR promoter. HEK293T StAR-luciferase reporter, SF-1/DAX-1 repression relief. inhibition, % at 6.8 µM. hit rate 1.1% among 370,000. AID 652010;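 active = inhibition above the mean over all tested compounds plus 3 SD, cut at about 3.6% in these data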;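 note: 0% = DAX-1 cells with DMSO and 100% = cells lacking DAX-1 with DMSO; higher inhibition means more luminescence from relief of DAX-1 repression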
# ssDAF12 agonist – activators of S. stercoralis DAF-12 nuclear receptor. HEK293 ssDAF-12/GRIP1 lit1-tk-luc reporter, luminescence; % of 3 µM dafachronic acid response. activation, % at 6.8 µM. hit rate 1% among 370,000. AID 652126;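 active = activation above the mean over all tested compounds plus 3 SD, cut at about 0.9% in these data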;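 note: 0% = DMSO-only wells and 100% = 3 µM delta7-dafachronic acid wells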
# FXN GAA850 act – increases GAA850 frataxin promoter reporter activity; HEK293 lucGAA850 FXN promoter luciferase reporter, 24 h; percent of 10 µM SAHA response; activation, % at 6 µM; hit rate 0.56% among 360,000; AID 540364;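 active = activation above the average of all compounds screened plus 3 SD, cutoff fixed separately per campaign, cut at about 7.5% in these data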;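 note: 0% = DMSO wells and 100% = 10 µM SAHA wells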
# hcDAF-12 act – H. contortus DAF-12 activation, primary screen | hit rate 1.4% among 370,000 | HEK293 hcDAF-12 lit1-tk-luc reporter, luminescence; 0% DMSO, 100% Δ7-dafachronic acid | activation, % at 6.8 µM;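 active = activation above the mean of all tested compounds plus 3 SD, cut at about 5.5% in these data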;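 note: 100% = response to 3 µM Δ7-dafachronic acid high control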
# PLCb3 inh – inhibitors of human phospholipase C beta3. hit rate 0.18% among 370,000. Purified PLC-beta3, fluorogenic substrate, fluorescence. AID 720704. inhibition, % at 12.2 µM. Q01970; in the data active = inhibition above about 11%;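 note: 0% = median of compound wells on plate and 100% = full blocker control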
# DAX1 inh-2 – NR0B1 (DAX1) inhibition; P51843; HEK293 Gal4-DAX1 luciferase reporter, luminescence; inhibition, % at 6.75 µM; hit rate 0.99% among 340,000; AID 504766;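 active = inhibition above the mean over all tested compounds plus 3 SD, cut at about 4.2% in these data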;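 note: 0% = DAX1-transfected cells with DMSO and 100% = empty-vector control cells with DMSO; inhibition shows as a rise in luminescence from relieved DAX1 repression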
# Target sequence (P51843 207-470 limits assumed): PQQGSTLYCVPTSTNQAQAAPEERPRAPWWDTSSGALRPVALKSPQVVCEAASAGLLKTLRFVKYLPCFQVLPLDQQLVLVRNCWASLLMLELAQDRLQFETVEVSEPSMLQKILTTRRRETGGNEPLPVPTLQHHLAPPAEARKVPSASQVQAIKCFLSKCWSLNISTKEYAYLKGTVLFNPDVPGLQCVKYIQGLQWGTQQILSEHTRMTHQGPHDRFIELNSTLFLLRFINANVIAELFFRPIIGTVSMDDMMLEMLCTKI
# PG9 Ab binder – binds the HIV-1 gp120 antibody PG9 | TR-FRET gp120-PG9 antibody binding | inhibition, % at 6.7 µM | hit rate 0.43% among 360,000; in the data active = inhibition above about 8.5%
# NR1D1 modulator – modulators of human Rev-erb alpha DNA binding; Rev-erbα–FITC-DNA binding, fluorescence polarization, 90 min; activity, % at 10 µM; P20393; hit rate 0.79% among 370,000;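 active = activity above about 14%, limit read from the data; passing the limit was not always enough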;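 note: 0% = DMSO wells with 35 nM protein and 100% = DMSO wells with 750 nM protein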
# Active calls of the source: *; i = inactive; x = not tested or not shown; & = joins results of further samples.
# The line under a structure holds: SMARCA2 activ, HGIII-sPLA2 inh, hgDAF-12 ag, DAX1 inh-1, ssDAF12 agonist, FXN GAA850 act, hcDAF-12 act, PLCb3 inh, DAX1 inh-2, PG9 Ab binder, NR1D1 modulator
- COCCN(Cc1cc2cc3c(cc2nc1Cl)OCO3)C(C)=O
 : 0, -7, -1.4, -0.7, -0.7, 1.3, -1.7, 3, 1.5, 1.1, 0
- Cn1c(=O)c2c(nc(SCCN3CCOCC3)n2Cc2ccccc2Cl)n(C)c1=O
 : -1, 7, -4.2, -1.2, -1.9, 0.7, -2.4, 1, -1.1, 0.8, 0
- COc1ccc(CC2(CO)CCN(Cc3ccc4c(c3)CCO4)CC2)cc1
 : -1, -11, -3.6, 0.1, -1.2, -0.1, -1.5, 6, 0.5, -1.1, 1
- CCCOc1c(Br)cc(C2C3=C(CCCC3=O)N(CC)C3=C2C(=O)CCC3)cc1OC
 : 0, -6, -4.5, -0.6, -2.1, 2.2, -1.1, -497, -0.3, -1.1, -6
- Cc1ccccc1CNC(=O)CN(c1ccccc1Cl)S(C)(=O)=O
 : -1, -5, -1.3, -0.2, -1.7, 2.0, -1.3, -6, 0.4, -0.2, -1
- O=C(Nc1ncccn1)C1=C(O)c2ccccc2S(=O)(=O)N1Cc1ccccc1
 : -1, 2, 0.1, -0.2, -0.9, -1.1, -0.9, -262, 0.8, -1.8, -8
- CC1=NN(Cc2ccccc2)C(=O)C1C(c1ccc(Cl)cc1)C(C#N)C#N (stereo unspecified)
 : 1, -1, -1.0, -0.8, -1.4, 1.7, 0.0, -2, -0.7, -3.0, -5
- CCOC(=O)C1=CCN(S(=O)(=O)c2ccc(F)cc2)C1c1ccc(Cl)c(Cl)c1 (stereo unspecified)
 : -2, -8, 0.0, -1.0, -1.1, x, -2.1, 3, x, 0.8, 2
- Cc1cc(C)nc(NC(=O)c2ccc(C)c(C)c2)n1
 : 0, 3, 1.5, 0.1, -1.2, 1.1, 0.0, -8, 0.3, -0.5, -3
- COc1ccc(C(=O)Nc2c(N)nc[nH]c2=O)cc1
 : -4, -2, -1.7, 0.3, -1.0, 0.4, 1.7, -7, 3.9, -0.5, -8
- CSCCC(NC=O)C(=O)NC(C)C(=O)O (stereo unspecified)
 : 2, -4, 1.6, 0.3, -1.8, -0.9, -0.6, 2, -0.8, -1.6, -1
- NC(=O)N/N=C/c1cccc(C(F)(F)F)c1
 : -3, 10, 0.1, 0.2, -0.6, 3.0, -1.3, -5, 1.5, -0.5, 1
- O=C(c1cccnc1)C1CCCN(Cc2nc(Cc3ccccc3F)no2)C1 (stereo unspecified)
 : 4, 8, -0.1, -0.2, -0.5, 2.4, 0.3, -5, 0.0, 0.0, -1
- O=C(Nc1ccccn1)c1ccc(=O)[nH]n1
 : 1, 3, 1.5, -0.1, -0.5, -0.8, 0.7, 2, 0.1, -0.8, -1
- COc1ccc(-c2nnc(CSc3nc4ccccc4c(=O)n3CC3CCCO3)o2)cc1OC (stereo unspecified)
 : 0, 3, -1.8, -0.3, -1.4, 2.4, -0.5, 0, -0.5, 1.0, -10
- CCC(C)(CN(C)C)OC(=O)c1ccccc1 (stereo unspecified)
 : -2, -1, -0.2, -0.4, -1.4, 1.0, -0.7, 5, -0.6, -0.4, -1
- CCCN(CCC)S(=O)(=O)c1ccc(C(=O)Nc2cc3oc4ccccc4c3cc2OC)cc1
 : -2, 8, 5.1, -0.4, -1.0, 3.4, -1.5, -13, 0.2, -1.6, -2
- CC1CCCC(C)N1C(=O)COc1cccc(Oc2ccccc2)c1 (stereo unspecified)
 : -1, -13, 3.1, -1.0, -1.1, 0.4, 1.2, 0, -1.9, -1.6, 9
- Cc1cc2oc(=O)cc(CN3CCCCC3C)c2cc1Cl (stereo unspecified)
 : -2, -1, 0.3, 0.0, -0.7, -1.9, 1.2, -27, 0.3, -1.0, -4
- O=C(Nc1ccc(Nc2ccccc2)cc1)c1ccc(F)cc1
 : 2, 6, 6.3, -0.7, -0.9, 1.6, 0.8, -12, 2.1, -4.2, 5
- CCOC(=O)N1CCN(S(=O)(=O)N2CCCC(C(=O)NCc3ccc(F)cc3)C2)CC1 (stereo unspecified)
 : -1, 2, -2.1, -0.3, -0.6, 0.1, -0.3, -5, 0.4, -0.5, 1
- Cc1ccc(S(=O)(=O)NCC(=O)N(CC(=O)NC2CCCC2)CC2CCCO2)cc1 (stereo unspecified)
 : -3, 6, -1.6, 0.0, -1.0, -0.3, 1.4, -7, 2.5, 1.6, -2
- COc1ccc(NC(=O)COC(=O)CCCOc2ccc(Cl)cc2Cl)cc1Cl
 : 2, -7, -1.9, -0.2, -0.6, 0.6, -1.7, 1, -1.2, -3.0, 1
- COc1cccc(NC(=S)NCCN2CCOCC2)c1
 : 1, 2, -1.2, -0.1, -0.4, 1.2, 4.4, 2, -0.4, -1.0, 6
- O=C1NCC2=C1C(c1ccc(Br)cc1)Nc1ccccc1N2 (stereo unspecified)
 : 2, -5, 5.5, 1.0, -0.9, 4.1, 2.6, -42, 1.0, -1.8, -1
- CC(C)(C)Cc1c(-c2cccc(Br)c2)nc2ccc(Cl)cn12
 : -1, -2, 3.5, 0.9, -0.5, x, 1.1, -22, x, -1.6, -5
- C[C@H](NC(=O)[C@@H]1Cc2ccccc2CN1C(=O)OC(C)(C)C)C(=O)NCc1ccco1
 : -1, 7, -0.6, -1.4, -1.3, -0.8, -0.7, -4, 0.7, -2.2, 4
- Cn1c(CS(=O)Cc2c(Cl)cccc2Cl)nnc1SCc1ccc(Cl)cc1 (stereo unspecified)
 : -5, -1, -0.6, -0.1, -1.3, -2.7, -1.5, -8, -1.0, -0.3, -2
- COCC(C)OC(=O)C(C#N)c1nc2ccccc2nc1N1CCN(Cc2ccccc2)CC1 (stereo unspecified)
 : 0, 8, 0.0, 1.3, -0.5, -0.1, -1.7, -17, -0.6, -0.4, 0
- Nc1nc(-c2ccccc2)c(N=Nc2cccc3ccccc23)s1
 : -4, 11, 0.0, -0.7, -0.1, 2.7, 3.3, 3, 0.3, 0.4, 0
- COc1ccc(C2N(C(=O)CN3CCCC3)CCCN2S(=O)(=O)c2ccccc2)cc1 (stereo unspecified)
 : -3, -4, 0.0, -0.3, -1.2, 0.0, -2.1, -5, 1.3, -1.6, 3
- Cc1ccn2c(NC3CCCCC3)c(-c3cccc(SC4CCCCC4)c3)nc2c1
 : -1&-1, 10&3, 0.0&-0.7, -0.5&0.3, -1.1&-1.4, 0.4, 1.7&-0.1, i, -1.0, 1.1&-0.1, 3&-2
- O=C1CC(c2ccccc2)c2c(O)cc(O)cc2O1 (stereo unspecified)
 : -3, -12, -1.0, 0.0, -1.0, 1.3, -1.5, 3, -0.2, -1.9, 0
- CCOC(=O)Nc1nc2ccccc2s1
 : 4, 0, 11*, 2.9, -0.2, 1.9, 3.5, -1, 2.5, 1.2, 0
- CCc1nnc(NC(=O)CCC(=O)NCc2ccccc2Cl)s1
 : -3, 6, 4.3, 0.6, -1.0, -1.0, 1.9, -2, 0.5, -2.4, -4
- O=C(COC(=O)Cc1ccc(Cl)cc1)NCc1ccc(F)cc1
 : -3, -4, -0.3, 1.9, -0.3, 3.1, -1.1, 0, 0.7, -1.4, 2
- Cc1cc(Cl)ccc1OCCn1cncn1
 : 4, -1, 3.7, -0.2, -0.4, 2.5, 6.0*, -2, -0.3, -1.4, -4
- CCN(CCCC(=O)c1ccc(F)cc1)CCc1ccccc1
 : 4, -9, 1.4, 0.0, -0.7, -0.2, -0.2, 0, 0.5, -4.0, 6
- C[C@@H]1CN([C@H](C)CO)C(=O)CCCn2cc(nn2)CO[C@H]1CN(C)C(=O)Nc1cccc2ccccc12
 : -1, 5, 0.0, -1.2, -0.6, 0.8, -0.1, -30, 0.7, 1.4, 2
- COc1ccc([N+](=O)[O-])cc1NS(=O)(=O)c1cc(C(=O)O)ccc1OC
 : -2, -1, 0.5, 0.0, -0.3, 3.1, 1.0, -3, -0.6, -0.9, -9
- Cc1c(NC(=O)CSc2nnc(-c3cccc(Cl)c3)o2)c(=O)n(-c2ccccc2)n1C
 : -1, 12, 0.1, 0.3, -0.5, -0.3, -0.1, 0, 0.4, -2.7, -2
- Cc1ccc(CNC(=O)CS(=O)(=O)c2ccccc2)cc1
 : 3, -3, 1.3, 0.2, -0.7, 2.5, -0.9, 0, 0.3, -1.3, 6
- CCC(=O)N1c2ccc(S(=O)(=O)N3CCN(C)CC3)cc2CC1C (stereo unspecified)
 : -1, 4, 1.5, 1.4, -0.5, -0.2, -3.4, -3, -0.4, 1.2, 5
- CCC(C)[C@H](NC(=O)N1CC(=O)Nc2ccccc21)C(=O)N1CCC(C(=O)O)CC1 (stereo partly specified)
 : -3, 0, -1.2, 0.1, -1.5, 1.8, 0.4, -1, -0.2, -1.1, 2
- CN(C)C(=O)CSc1nnc(-c2ccc(F)cc2)c2ccccc12
 : 1, 4, -1.8, 0.5, -1.0, 1.3, -0.1, -7, -2.2, -0.7, 3
- Cc1cc(C2(c3ccc(O)c(C)c3)C(=O)Nc3ccccc32)ccc1O
 : 1, -22, 1.1, 0.0, -1.1, 0.3, 0.5, 1, -0.1, -1.0, 5
- Cn1cc(CCC(=O)N2CCCC(CCC(=O)NCc3ccc(F)c(F)c3)C2)cn1 (stereo unspecified)
 : 1, 0, 2.4, -0.1, -1.5, 0.5, 0.3, 2, 0.4, -2.4, -4
- CC(C)c1ccc(NC(=O)CCNC(=O)Cn2ccc3ccccc3c2=O)cc1
 : 1, -1, 0.1, -0.2, -1.1, 0.2, 0.3, -10, 1.2, 1.4, 12
- CCOC(=O)Cc1c(C)c2ccc(N(CC)CC)cc2oc1=O
 : -2, -2, -3.1, -0.2, -1.3, 0.5, -3.3, i, 0.1, -1.2, 0
- CS(=O)(=O)N(CC(=O)N1CCCC1)c1cc(Cl)ccc1Cl
 : 0, 14, -1.9, -0.1, -0.9, 0.6, -0.4, -9, 0.4, 1.9, 2
- CSc1ccccc1OCc1cc(C(=O)NCCN2CCCC(O)C2)no1 (stereo unspecified)
 : 1, 2, 0.7, 1.2, -1.0, 1.5, -2.2, -7, 0.1, 1.1, 4
- COc1cc(/C=N/OCC(=O)NC2CCS(=O)(=O)C2)ccc1OC(F)F (stereo unspecified)
 : 5, 0, -1.0, 0.2, -2.2, 0.7, -1.1, -5, 0.8, -1.0, 2
- COc1ccc2c(c1)[C@@H](NC(=O)c1ccncc1)[C@H](C)[C@H]2c1ccccc1
 : -1, 0, 4.4, -0.2, -0.7, x, -0.5, 4, x, 1.8, -4
- O=C(CSc1nnc(CNC(=O)c2ccco2)o1)Nc1ccc(F)cc1F
 : -2, 4, -0.8, 0.5, -1.0, -0.5, 1.0, -7, 1.0, -0.5, 6
- CSCC(CO)NS(=O)(=O)c1ccc(C)cc1 (stereo unspecified)
 : 1, 3, 1.4, 0.2, -0.7, -0.9, 1.6, -6, -0.7, -1.5, 2
- COc1ccc(OC)c(C(=O)c2ccccn2)c1
 : 0, -4, -2.2, -1.3, -0.6, 1.7, -1.1, -3, 0.1, -0.3, 0
- Cc1ccccc1NC(=O)/C(=C\c1cccs1)NC(=O)c1ccccc1
 : -1, 4, 0.8, 1.1, -1.2, 2.2, -0.6, 2, 0.1, -2.6, 2
- CCOc1ccc(/C=N/OCC(=O)NCc2ccco2)cc1
 : -1, -5, 2.3, -0.3, -1.5, -2.0, -0.7, -7, -0.4, -0.6, -1

# Rows are unselected. Share with any hit: about 7%.
